Screening results deposited in PubChem BioAssay by several laboratories.
CHRM4 antagonist: human M4 muscarinic receptor antagonists, primary screen, CHO cells, Fluo-8 calcium fluorescence. Muscarinic acetylcholine receptor M4 (Homo sapiens), P08173. CHO-hM4 cells, ACh EC80. inhibition, % at 3 µM. hit rate 0.73% among 360,000. AID 624125, 2012;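 active = inhibition above its plate's cutoff, the mean inhibition of sample wells plus 3 SD, cut at about 27% in these data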;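 also: 0% = acetylcholine EC80 with DMSO and 100% = DMSO without agonist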
M5 ag: human M5 muscarinic receptor agonists, primary screen, CHO-K1 cells, Fluo-8 calcium fluorescence; activation, % at 3 µM; hit rate 0.19% among 360,000; CHO-K1 hM5 cells; 0% DMSO wells, 100% maximal acetylcholine response; AID 624037, 2012;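 active = activation above the run's mean over test compounds plus 3 SD, cut at about 23% in these data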;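 also: signal is peak over basal fluorescence ratio across the kinetic read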
Target sequence (P08912 whole entry, looked up): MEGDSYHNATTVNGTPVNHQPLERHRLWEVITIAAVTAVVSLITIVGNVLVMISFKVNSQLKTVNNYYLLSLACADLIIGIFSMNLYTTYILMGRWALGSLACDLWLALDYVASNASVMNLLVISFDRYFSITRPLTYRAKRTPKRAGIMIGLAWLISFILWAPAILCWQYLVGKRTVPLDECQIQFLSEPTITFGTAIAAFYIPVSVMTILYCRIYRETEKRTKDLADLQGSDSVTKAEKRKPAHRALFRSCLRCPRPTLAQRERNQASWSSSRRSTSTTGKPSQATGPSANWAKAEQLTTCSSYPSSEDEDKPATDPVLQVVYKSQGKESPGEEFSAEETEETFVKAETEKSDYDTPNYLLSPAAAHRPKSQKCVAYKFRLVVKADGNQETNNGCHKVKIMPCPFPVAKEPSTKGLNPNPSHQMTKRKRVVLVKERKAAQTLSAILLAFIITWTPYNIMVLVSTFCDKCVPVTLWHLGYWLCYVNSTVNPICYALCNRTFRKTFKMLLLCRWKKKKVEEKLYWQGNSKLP
CHRM4 agonist: human M4 muscarinic receptor agonists, primary screen, CHO-K1 cells, Fluo-8 calcium fluorescence; AID 624127, 2012; CHO-K1 hM4/Gqi5; vehicle 0%, full acetylcholine response 100%; activation, % at 3 µM; Muscarinic acetylcholine receptor M4 (Homo sapiens), P08173; hit rate 0.14% among 360,000;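 active = activation above the run mean over all test wells plus 3 SD, cut at about 32% in these data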;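 also: peak over basal fluorescence ratio per well then scaled between controls; 0% = DMSO wells and 100% = acetylcholine at EC100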
CHRM1 antagonist: human M1 muscarinic receptor antagonists, primary screen, CHO-K1 cells, Fluo-8 calcium fluorescence, 1536-well. inhibition, % at 3 µM. Muscarinic acetylcholine receptor M1 (Homo sapiens), P11229. CHO-K1 hM1, ACh EC80 antagonist. hit rate 1.3% among 360,000;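 active = percent inhibition above its own plate's cutoff, namely the mean of that plate's compound wells plus 3 SD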;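 also: peak over basal fluorescence ratio during 140 s after agonist addition; 0% = ACh EC80 plus DMSO and 100% = DMSO alone without agonist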
Target sequence (P11229 whole entry, looked up): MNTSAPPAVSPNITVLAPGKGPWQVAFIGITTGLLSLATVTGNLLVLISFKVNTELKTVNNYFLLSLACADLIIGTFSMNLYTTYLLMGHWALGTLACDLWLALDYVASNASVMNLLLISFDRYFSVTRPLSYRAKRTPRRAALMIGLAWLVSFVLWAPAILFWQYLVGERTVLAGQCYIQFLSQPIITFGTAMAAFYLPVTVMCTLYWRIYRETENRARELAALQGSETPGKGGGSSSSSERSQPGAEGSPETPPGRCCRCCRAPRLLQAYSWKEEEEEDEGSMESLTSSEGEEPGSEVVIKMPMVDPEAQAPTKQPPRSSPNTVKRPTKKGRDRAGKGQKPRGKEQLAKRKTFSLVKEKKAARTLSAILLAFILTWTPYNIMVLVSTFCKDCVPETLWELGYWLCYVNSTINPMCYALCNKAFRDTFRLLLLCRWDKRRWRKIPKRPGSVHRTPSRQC
CHRM4 PAM: human M4 muscarinic receptor positive allosteric modulators, primary screen, CHO-K1 cells, Fluo-8 calcium fluorescence | hit rate 0.4% among 360,000 | CHO-K1 hM4/Gqi5, ACh EC20; 0% = ACh EC20, 100% = maximal ACh | activation, % at 3 µM | AID 624126, 2012;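 active = activation above its plate's cutoff, the mean activation of sample wells plus 3 SD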; also: some results filed as inactive read as strong as hits
M1 PAM: human M1 muscarinic receptor positive allosteric modulators, primary screen, CHO-K1 cells, Fluo-8 calcium fluorescence, 1536-well. CHO-K1 hM1, ACh EC20; 0% = ACh EC20, 100% = maximal ACh. activation, % at 3 µM. hit rate 0.088% among 360,000; in the data active = activation above about 19%, passing the limit was not always enough
CRFR2-BP ag: agonists of CRF-BP/CRF-R2 complex, primary screen, cell-based, HEK293, calcium dye fluorescence, uHTS | calcium dye fluorescence (FLIPR); percent of saturating CRF peptide response | activation, % at 13.2 µM | hit rate 0.46% among 350,000;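 active = activation of at least 50%, plus an integration ratio under a set limit after plate pattern correction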;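 also: plate controls were neutral control wells without compound for no effect and CRF at EC100 for full effect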
M5 antag: human M5 muscarinic receptor antagonists, primary screen, CHO cells, Fluo-8 calcium fluorescence. CHO-hM5 cells, ACh EC80. inhibition, % at 3 µM. AID 624040, 2012. hit rate 0.59% among 360,000;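 active = inhibition above a per-plate cutoff, the mean of that plate's test compounds plus 3 SD, cut at about 27% in these data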;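 also: 0% = acetylcholine EC80 with DMSO and 100% = DMSO without agonist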
M5 PAM: human M5 muscarinic receptor positive allosteric modulators, primary screen, CHO-K1 cells, Fluo-8 calcium fluorescence. Muscarinic acetylcholine receptor M5 (Homo sapiens), P08912. CHO-K1 hM5, ACh EC20 PAM; 0% = ACh EC20, 100% = ACh EC100. activation, % at 3 µM. hit rate 0.3% among 360,000. AID 624038, 2012;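 active = activation above the run cutoff, the mean activation of all test compounds plus 3 SD, cut at about 18% in these data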
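system = human M5 receptor in CHO-K1 cells | reagent = EC20 acetylcholine as agonist stimulus | compound dosing = single-point, 3 µM nominal | incubation = Fluo-8 loading 80 min at 37 °C plus 30 min room temperature | detection = Fluo-8 calcium dye fluorescence, kinetic read | benchmarks = low control EC20 acetylcholine (0%), high control EC100 acetylcholine (100%)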
An asterisk follows results filed as active; nt = not tested or not shown.

SMILES	CHRM4 antagonist	M5 ag	CHRM4 agonist	CHRM1 antagonist	CHRM4 PAM	M1 PAM	CRFR2-BP ag	M5 antag	M5 PAM
CCOC(=O)c1c(C)[nH]c(C(=O)COc2ccc3ccc(=O)oc3c2)c1C	5.3	2.2	1.6	-3.8	12.1	5.3	0.2	9.7	-5.7
CON(C)c1nc(C2CCCCC2)c2cc(C)ccc2n1	-3.1	-1.4	-1.9	14.1	9.0	-1.7	0.7	12.4	-6.9
CCC1ON(c2ccccc2)C2c3nc4ccccc4n3CC12 (stereo unspecified)	-3.9	-2.7	0.6	-25.0	11.2	21.2	-2.7	-3.5	8.7
COc1ccc(/C=C/C(=O)OCn2c(SC)nnc(C)c2=O)cc1OC	18.2	0.6	0.5	-18.1	11.7	12.6	-2.0	-1.1	11.6
Cc1cc(NC(=O)CSc2nc3c(c(=O)n2-c2ccc(Br)cc2)SCC3)no1	-3.0	2.3	-1.1	-27.0	5.6	2.5	0.3	-2.2	-2.5
CC(=O)Nc1cccc(NS(=O)(=O)c2cn(C)c(=O)n(C)c2=O)c1	3.1	0.9	1.9	-2.4	7.9	1.3	-3.0	-3.6	1.7
CC1CCN(C(=O)COC(=O)CCC(=O)c2cccs2)CC1	-7.0	1.8	1.4	-13.9	6.7	9.7	0.8	-1.3	7.0
O=C(NNC(=O)c1ccc(-n2cncn2)c([N+](=O)[O-])c1)c1ccccc1	-10.8	1.1	0.8	-4.5	3.5	2.0	0.1	-4.4	3.2
COc1ccc(CN(C)CC2CCCN(CCc3ccccc3C)C2)cc1O (stereo unspecified)	10.4	-11.7	1.3	-7.8	-7.5	-2.7	-0.1	2.8	6.0
CC(=O)c1ccc(S(=O)(=O)Nc2ccc(C(=O)N3CCC3)cc2)cc1	8.5	0.9	0.4	-9.4	-4.3	8.8	-1.3	2.9	3.0
CCOc1ccc(C2OC34CCCCC3C(C#N)(C#N)C2(C#N)C(=N)O4)cc1OC (stereo unspecified)	0.1	-3.3	2.2	-14.2	-2.4	10.6	21.9	-2.8	8.1
O=C(O)c1cc(S(=O)(=O)N2CCCCC2)ccc1N1CCCCC1	0.8	0.4	0.8	4.2	-5.3	-5.1	0.8	12.7	-8.9
Cc1ccc(OCCn2c(CCCO)nc3ccccc32)cc1	-5.0	-5.1	3.8	-0.7	5.2	13.8	-2.2	3.6	9.9
Cc1ccc(N2CCN(S(=O)(=O)c3nnc(NC(=O)c4ccccc4)s3)CC2)cc1	-9.1	2.2	5.4	-2.2	-0.7	-1.9	1.2	3.5	-7.4
COC(=O)Nc1ccccc1C(=O)N1CCC(O)(c2ccc(Cl)cc2)CC1	-3.8	0.4	1.6	-0.1	4.4	-0.3	0.3	-1.6	-1.2
Clc1ccc2nc(-c3cccc(Br)c3)c(Cc3ccccc3)n2c1	5.1	-1.7	-0.8	-17.2	0.1	-1.5	nt	13.2	7.5
O=C(N[C@H]1CC[C@@H](CCNS(=O)(=O)c2ccccc2Cl)O[C@@H]1CO)c1ccccc1	-4.3	-1.9	2.0	nt	5.8	nt	nt	7.4	-0.7
COCCn1c(=S)[nH]c2cc(OC)c(OC)cc2c1=O	12.6	2.5	1.5	-9.1	-0.9	9.3	-1.7	-0.9	0.1
CC(C)(C)SCCNC(=O)COc1ccc(Cl)cc1	-17.6	-2.2	9.5	-21.1	-0.4	4.2	-0.1	-10.5	-4.5
COc1ccccc1-n1c(SCC(=O)NC(C)(C)C)nc(O)c(Cc2ccccc2)c1=O	-3.2	-5.0	0.1	1.6	4.3	-0.6	3.6	9.2	0.7
O=C(CSc1nc(=O)n2ccccc2n1)NCc1ccc(F)cc1	2.7	-2.7	1.6	-10.1	3.4	6.6	-0.6	1.3	2.0
CCn1c(=O)c2sccc2n(Cc2ccc(C)cc2)c1=O	-7.2	-1.0	1.3	-14.3	1.0	13.6	-1.4	0.4	4.8
CCCCN1CNC(=S)N(c2ccccc2OCC)C1	19.1	-0.7	-0.3	13.7	1.6	2.8	-1.1	-1.3	-1.3
COc1ccc2nc(C)cc(N3CC(C)OC(C)C3)c2c1 (stereo unspecified)	-7.1	-1.7	0.8	-5.8	4.9	10.5	0.9	-3.6	3.5
Cc1nc2c(sc(=S)n2Cc2ccco2)c(=O)n1CC(=O)Nc1ccccc1F	-0.1	-0.9	1.0	2.8	-0.5	0.6	1.0	13.5	1.6

One compound at a time, from the list above:
Entry for `Cc1cc(NC(=O)CSc2nc3c(c(=O)n2-c2ccc(Br)cc2)SCC3)no1` → CHRM4 antagonist = -3.0; M5 ag = 2.3; CHRM4 agonist = -1.1; CHRM1 antagonist = -27.0; CHRM4 PAM = 5.6; M1 PAM = 2.5; CRFR2-BP ag = 0.3; M5 antag = -2.2; M5 PAM = -2.5
Entry for `O=C(CSc1nc(=O)n2ccccc2n1)NCc1ccc(F)cc1` → CHRM4 antagonist = 2.7; M5 ag = -2.7; CHRM4 agonist = 1.6; CHRM1 antagonist = -10.1; CHRM4 PAM = 3.4; M1 PAM = 6.6; CRFR2-BP ag = -0.6; M5 antag = 1.3; M5 PAM = 2.0

(more compounds)
SMILES	CHRM4 antagonist	M5 ag	CHRM4 agonist	CHRM1 antagonist	CHRM4 PAM	M1 PAM	CRFR2-BP ag	M5 antag	M5 PAM
COc1ccc(C(=O)CC(=O)C(=O)Nc2ccc([N+](=O)[O-])cc2C)cc1	-14.4	-1.2	1.6	-14.7	1.5	18.8	18.0	-1.8	0.2
O=C(COC(=O)/C=C/c1ccc(Cl)c(Cl)c1)NC1CCS(=O)(=O)C1 (stereo unspecified)	3.6	8.0	12.7	15.0	2.1	-5.1	-0.9	8.1	-13.2
COc1ccc(-c2cc(C(F)(F)F)nc(N3CCN(Cc4ccccc4)CC3)n2)cc1OC	-5.0	-2.2	-0.7	0.7	-3.3	0.6	-0.5	1.2	1.8
Cc1ccc(-c2n[nH]c(=S)n2/N=C/c2c(C)[nH]n(-c3ccccc3)c2=O)cc1	-1.4	0.0	1.6	-1.9	6.5	9.3	2.6	5.7	0.8
N=c1c(S(=O)(=O)c2ccccc2)cc2c(=O)n3ccccc3nc2n1C1CCCC1	0.5	-2.3	1.0	22.0	-5.5	0.3	7.3	6.8	2.6
N#CC1(NC(=O)COC(=O)CCN=C2NS(=O)(=O)c3ccccc32)CCCCC1	0.3	-5.2	0.0	-15.5	9.0	15.2	8.7	-6.8	-0.9
CCN1CCN(C(=O)CCN2C(=O)c3ccccc3S2(=O)=O)CC1	5.1	2.4	0.8	3.8	19.2	0.8	1.0	0.1	8.8
Cc1ccc(C(=O)NCC(=O)OCC(=O)Nc2cc(S(=O)(=O)N3CCOCC3)ccc2Cl)s1	3.3	-1.7	3.2	-4.8	1.8	1.3	0.9	9.4	-9.4
COCCCN1C(=O)C(CC(=O)NCc2cccc3ccccc23)CC(C(=O)N(C(C)C)C(C)C)=C1C (stereo unspecified)	-15.0	0.8	1.3	-9.7	1.3	11.1	nt	2.0	-4.9
CN(C)c1ccc(C=Nc2ccc(N(C)C)cc2)cc1	-1.3	-1.3	0.5	-44.2	0.2	4.7	-5.0	3.8	-1.1
O=C(Nc1ccc2[nH]c(=O)[nH]c2c1)c1cccc([N+](=O)[O-])c1	-7.0	7.5	0.0	2.1	-1.1	0.5	-1.4	-2.9	9.9
CN(C)c1cccc(NC(=O)c2cccc3c(-c4ccc(F)c(F)c4)coc23)c1	-10.2	0.0	0.7	6.5	1.6	-6.5	nt	-9.0	-2.9
COc1ccc(C(=O)Nc2ncccc2C)cc1S(=O)(=O)N1CCOCC1	8.0	-2.4	1.1	-7.5	8.8	10.4	-1.6	1.4	0.6
CC(=O)Nc1cc2c3c(c1)CCC(=O)N3CCC2	-4.2	-0.7	0.6	-19.4	10.9	19.4	-1.7	10.1	2.7
C=CCNc1nc2ccccc2nc1NS(=O)(=O)c1cccc(C)c1	-9.2	1.6	1.8	-6.7	-1.7	2.5	-0.3	7.1	-4.6
COc1cc(/C=C/C(=O)OCC(=O)NCc2ccco2)cc(OC)c1OC	4.3	0.8	1.1	-6.5	-1.9	1.6	2.2	2.7	-3.0
O=C(NCCSCc1c(F)cccc1Cl)c1ccc(CN2CCOCC2)cc1	2.1	0.0	2.3	-5.0	4.4	6.6	0.0	7.1	-7.5
Cc1ccc(-n2c(C)c(C)c3c(NCCO)ncnc32)cc1	-19.1	-0.3	-1.4	-17.8	6.2	23.2	-1.4	-7.9	6.3
Nc1c(C(=O)O)sc2nc(-c3ccccc3)cc(-c3ccc(Cl)cc3)c12	-2.8	0.8	-0.6	-12.8	-11.0	8.2	-4.7	14.3	-1.6
CC1(C)C(CSc2nc3ccccc3[nH]2)C1(Cl)Cl (stereo unspecified)	-7.3	-2.4	1.4	-1.4	1.8	2.3	1.1	-16.8	-0.4
CCOc1ccc2nc(N3CCCC(C(=O)NCCCN4CCCCC4)C3)sc2c1 (stereo unspecified)	13.7	-8.2	-0.2	3.1	-5.2	-0.1	-2.0	0.8	1.2
CCNc1nc(NC(C)C)nc(NS(=O)(=O)c2ccc(N)cc2)n1	-17.1	3.1	1.4	3.0	29.8*	7.5	0.2	2.5	-0.1
COc1ccc(NC2SC(=O)N(CC(=O)O)C2=O)cc1 (stereo unspecified)	0.6	-0.2	0.3	-0.7	4.5	5.7	0.3	-0.9	1.7
CCCn1c(SCC(=O)Nc2ccc(NC(=O)CC)cc2)nc2c1c(=O)n(C)c(=O)n2C	-12.0	-1.4	1.7	-5.8	-2.2	3.3	0.4	2.5	-4.2
Cc1ccc(SCC(=O)OC(C)C(=O)NC2(C#N)CCCCC2)cc1 (stereo unspecified)	-1.8	2.2	1.7	0.8	1.6	7.0	-1.3	4.8	2.8
SMILES	CHRM4 antagonist	M5 ag	CHRM4 agonist	CHRM1 antagonist	CHRM4 PAM	M1 PAM	CRFR2-BP ag	M5 antag	M5 PAM
O=C(COc1ccc2ccccc2c1Br)NC(=S)Nc1cccc(CO)c1	10.0	-3.3	1.5	-7.3	-6.9	0.3	2.1	7.1	-2.6
COc1cc(/C=N/N2CCN(Cc3ccc(C)cc3)CC2)cc(OC)c1O	2.4	7.1	2.4	-7.0	0.7	9.1	0.9	-11.1	0.6
O=C(Nc1cccc2ccccc12)N1CCc2ccccc2C1	-0.5	-7.2	0.9	-1.1	3.7	4.1	-4.0	0.9	-3.7
CC(C)Cn1c(N2CCN(CC(=O)Nc3ccc(Cl)cc3)CC2)nc2ccccc21	4.0	0.5	1.3	-4.5	-6.9	3.9	0.2	1.3	3.2
CCC(Oc1ccccc1)C(=O)NCCCN1CCOCC1 (stereo unspecified)	4.3	-4.6	0.9	-8.8	0.4	8.8	-0.3	5.8	2.5
CC(=O)Nc1nonc1NC(=O)c1ccc(F)cc1	-2.2	-0.3	1.1	-18.7	3.3	9.7	0.3	1.0	-0.1
CCOC(=O)C1(Cc2ccccc2)CCCN(C2CCN(C(C)=O)CC2)C1 (stereo unspecified)	1.8	0.0	1.1	-7.0	-3.5	2.3	0.9	2.4	-0.5
